Source: PubChem BioAssay (ICCB-Longwood Screening Facility, Harvard Medical School)
Polio RdRp inh: poliovirus RdRp elongation inhibitors, primary screen, biochemical, fluorescence polarization, total intensity. Genome polyprotein (Poliovirus type 1 (strain Mahoney)), P03300. poliovirus polymerase elongation; stronger effect = lower value. % elongation, % (compound at 16.7 µg/mL). hit rate 0.66% among 150,000. AID 588519, 2011; in the data active = % elongation below about 90%; also: some results filed as inactive read as strong as hits
Target sequence (P03300 1749-2209 limits assumed): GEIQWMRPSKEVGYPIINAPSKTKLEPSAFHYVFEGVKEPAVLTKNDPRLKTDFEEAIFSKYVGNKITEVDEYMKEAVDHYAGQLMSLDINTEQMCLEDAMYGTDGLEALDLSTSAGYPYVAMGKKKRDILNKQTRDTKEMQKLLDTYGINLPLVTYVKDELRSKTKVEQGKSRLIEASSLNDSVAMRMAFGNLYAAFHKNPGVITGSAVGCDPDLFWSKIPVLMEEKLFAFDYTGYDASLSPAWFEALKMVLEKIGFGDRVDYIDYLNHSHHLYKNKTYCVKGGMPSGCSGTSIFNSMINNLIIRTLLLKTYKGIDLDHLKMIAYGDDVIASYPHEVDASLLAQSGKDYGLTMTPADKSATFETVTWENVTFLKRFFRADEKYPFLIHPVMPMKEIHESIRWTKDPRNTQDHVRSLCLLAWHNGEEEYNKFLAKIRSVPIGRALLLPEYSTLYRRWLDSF
Polio RdRp inh FP z-score: also measured in Polio RdRp inh; calls as there; z-score; measured here: FP z-score; hits read low
Numbers without * were called inactive; & = joins results of further samples. Some of the compounds tested; the hit share may differ from the screen's.

SMILES | Polio RdRp inh | Polio RdRp inh FP z-score
CN(C)S(=O)(=O)c1cc(C(=O)O)c(N2CCCCC2)cc1Cl | 98 | -0.4
COCCNC(=O)c1c(NC(=O)c2cc(=O)c3cc(Cl)ccc3o2)sc2c1CCCC2 | 104 | -0.7
CCn1cc(C(=O)N(C)CC(OC)OC)c(=O)c2cc(S(=O)(=O)N3CCc4ccccc4C3)ccc21 | 101 | 0.1
CC(C)=CC1C(C(=O)OCc2cccc(Oc3ccccc3)c2)C1(C)C (configuration not stated) | 100 | 0.1
O=C(CSc1nc2ccccc2o1)NC1CCCc2ccccc21 (configuration not stated) | 100 | -0.5
O=c1[nH]c(-c2ccccc2)nc2c1Cc1ccccc1O2 | 101 | -0.3
COc1ccc(CCC(=O)NCCc2csc(-c3cccc(C)c3)n2)cc1 | 111 | 1
CC1CCc2c(sc3nc(-c4cc5ccccc5oc4=O)[nH]c(=O)c23)C1 (configuration not stated) | 98 | -1.1
O=C(CCCc1ccccc1)Nc1ccc2c(c1)OCCO2 | 101 | -0.2
COc1ccc(-c2nc3scc(CCNS(=O)(=O)c4ccccc4F)n3n2)cc1 | 109 | 0.5
CC1(C)C(=O)C2(CCCCC2)C(=O)OC1C(=O)c1ccccc1 (configuration not stated) | 99 | -0.5
COCCn1c(SCC(=O)Nc2sc(C)c(C)c2C#N)nnc1C(C)C | 103 | 0.4
CCOC(=O)c1ccc(N2C(=O)c3n[nH]c(-c4ccco4)c3C2c2ccc(C)cc2)cc1 (configuration not stated) | 107 | -0.2
CC(=O)N(C)Cc1nc2ccccc2n1CC(=O)N(C)c1ccccc1 | 105 | 1.9
COc1cccc(/C=N/N(CCO)C2=NS(=O)(=O)c3ccccc32)c1 | 103 | 0.3
COc1cc(O)ccc1-c1nc2ccc(Br)cn2c1Nc1ccccc1C | 113 | 1.2
COc1ccc2[nH]cc(CCNC(=O)c3ccco3)c2c1 | 104 | 0.1
Cc1ccc(C(c2nnnn2CS(=O)(=O)c2ccc(C)cc2)N2CCCC2)cc1 (configuration not stated) | 101 | -0.6
CC1(C)CC(=O)C2=C(C1)NC(Nc1nc3ccccc3s1)=NC2c1cccnc1 (configuration not stated) | 102 | 0.1
CCc1ccc(C(=O)c2cn(CC(=O)Nc3ccc(OC)cc3)c3cc4c(cc3c2=O)OCCO4)cc1 | 107 | 0.3
COc1ccccc1C(=O)Nc1ccc2c(c1)COC2=O | 101 | -0.4
CC(C)C[C@@H](/C=C/S(C)(=O)=O)NC(=O)[C@H](CC(C)C)NC(=O)[C@H](CC(C)C)NC(=O)OCc1ccccc1 | 103&101 | 0.6&0.2
COc1ccc(-c2nc(SCC(=O)NC3CCCC3)c(-c3ccc(F)cc3)[nH]2)cc1 | 110 | -0.7
CCOc1ccc(N2CC(NC(=O)Cc3cccs3)CC2=O)cc1 (configuration not stated) | 102 | -1.1
CCOC(=O)c1cc2sccc2n1CCC(=O)O | 102 | 0.4
Cc1cc(C(=O)Nc2ccc(Cl)cc2)n(-c2ccccc2)n1 | 106 | 2
CCOC(=O)c1c(C(F)(F)F)cc(-c2ccccc2)nc1C | 103 | 0.6
Cc1cccc(C)c1NC(=O)Cn1cc(S(=O)(=O)Cc2ccc(F)cc2)c2ccccc21 | 99 | -1.4
COC(=O)c1cc(C(=O)OC)c(=O)[nH]c1C | 103 | 0.4
CC(Oc1ccc(F)cc1)C(=O)Nc1cccc(-c2nn[nH]n2)c1 (configuration not stated) | 101 | -0.4

The results go on.
SMILES | Polio RdRp inh | Polio RdRp inh FP z-score
N#Cc1ccc(OCC(=O)N2CCCC2=O)cc1 | 105 | 0.1
CCCc1cc(=O)oc2cc(C)cc(OCC(=O)OCC)c12 | 102 | 0.2
O=C(COc1ccccc1)Nc1nc2ccccc2n1CCN1CCCCC1 | 101 | -0.5
Cc1cccc(Nc2c3c(nc4nncn24)CCC3)c1 | 111 | 0.7
Cc1ccc(OCC(=O)OC2CCCN(C)C2)cc1 (configuration not stated) | 105 | 0
O=C(NCCc1ccccc1)Nc1ccccc1 | 99 | 0
OCCN1CN(c2nc3ccccc3s2)CN(c2nc3ccccc3s2)C1 | 100 | -0.3
COC(=O)CCSc1ncc(C(F)(F)F)cc1Cl | 102 | 0.2
Cc1ccc(-c2nnn(CC(=O)Nc3cccc4cccnc34)n2)o1 | 102 | 0.2
O=C(Nc1ccccc1Cl)c1cccs1 | 103 | 0.5
CCC(C(=O)Nc1c(C)cc(C)cc1C)n1c(=O)c(-c2ccccc2NC(C)=O)nc2ccccc21 (configuration not stated) | 105 | -0.2
CC1CCCC(C)N1C(=O)COC(=O)c1ccc(-n2cccc2)cc1 (configuration not stated) | 112 | 1.1
S=C(NCc1ccco1)Nc1ccc2nc(-c3ccccn3)c(-c3ccccn3)nc2c1 | 101 | 0
CC(C)(C)c1ccc(-c2nnc(SCCC#N)n2C2CCCC2)cc1 | 112 | 1.6
CCC1(C)CC(C(CCN)c2ccc(C)cc2)CCO1 (configuration not stated) | 109 | 0.6
CCCN1CCN(CCCNC(=O)C2CCN(c3ncnc4c3sc3cccc(F)c34)CC2)CC1 | 102 | 0
Clc1ccc(Nc2ccc(-c3ccccc3)nn2)cc1 | 106 | 0.3
Cc1cc(C)cc(NC(=O)N2CCN3CCCCC3C2)c1 (configuration not stated) | 113 | 0.9
C(=C\c1ccccc1)/CN1CCN(c2ncnc3sccc23)CC1 | 104 | 0.1
C=C(C)CN(CC)c1nc(N)c2c(N)nc3c(c2c1C#N)CC(=O)N3CC1CCCO1 (configuration not stated) | 113 | 1.2
CCCC1=Nc2cc(C(=O)NCc3ccccc3)ccc2Sc2ccccc21 | 111 | -0.3
O=c1c2ccccc2c(C=NCCCN2CCOCC2)c(O)n1Cc1ccccc1 | 102 | -0.1
N#Cc1cc(C(=O)c2ccccc2O)coc1=O | 106 | 0.6
Clc1ccc2c(c1)NNc1nncn1-2 | 101 | 0
CC(C)c1ccc(-c2nnn(CC(=O)c3ccc(NS(C)(=O)=O)cc3)n2)cc1 | 97 | -0.7
CC1(C)CC(=O)C=C(Nc2ccc3c(c2)OCO3)C1 | 103 | 0.1
O=C1CSC2(C(=O)N(Cc3ccccc3F)c3ccccc32)N1c1cccc(C(F)(F)F)c1 (configuration not stated) | 105 | -0.1
CN(Cc1ccccc1)C(=O)CNC(=O)Cn1ccc2ccccc2c1=O | 99 | -0.1
COc1ccc(-n2cc(-c3ccccc3)c3c(NC4CCCC4)ncnc32)cc1 | 105 | -0.3
CC1CN(S(=O)(=O)c2cccc(C(=O)Nc3ccccc3)c2)CC(C)O1 (configuration not stated) | 102 | 0.2

Other compounds.
SMILES | Polio RdRp inh | Polio RdRp inh FP z-score
CN(C)c1ccc(/C=N/N=C2/C(=N/O)CCc3nonc32)cc1 | 98 | -0.1
COc1ccc(C(NC(=O)C2CC(=O)N(Cc3ccco3)C2)c2ccccc2)cc1 (configuration not stated) | 103 | 0
CN(C(=O)CCNC(=O)Cn1cnc2ccccc2c1=O)c1ccccc1F | 108 | 0.4
CCCCCCCCCCCCCCC(F)C(=O)O (configuration not stated) | 101&100 | -0.1&0.1
O=C1CN(C(=O)Cn2nnc(-c3cccc(C(F)(F)F)c3)n2)c2ccccc2N1 | 102 | -0.1
Cc1ccc2nc3c(cc(C(=O)NCC4CCCO4)c(=N)n3C(C)C)c(=O)n2c1 (configuration not stated) | 103 | -0.6
Cc1ccccc1NC(=S)Nc1ccc(C#N)cc1 | 100 | 0
Cc1cccc(NC(=O)C(C)N2CCN(c3ccccc3O)CC2)c1 (configuration not stated) | 105 | 0.3
Cc1nn(-c2ccccc2)c2nc(-c3ccc4c(c3)OCO4)cc(-c3nnc4n3CCCCC4)c12 | 104 | 0.1
CCc1ccc(S(=O)(=O)c2cn(C)c3cc(N4CCN(CC)CC4)c(F)cc3c2=O)cc1 | 107 | -0.1
COc1ccc(OC)c(CNc2ccc3c(c2)nc(C)n3C)c1 | 112 | 0.8
CNc1ccccc1C(C)(C)c1cc(-c2ccccc2)no1 | 100 | -1
O=C1CCc2cc(S(=O)(=O)N3CCc4ccccc43)cc3c2N1CC3 | 98 | -1.5
COCCn1c(C)cc(/C=C(\C#N)c2ccc(C)cc2)c1C | 100 | -0.1
Cc1ccc(Cl)cc1NC(=O)NC1COc2ccccc2C1 (configuration not stated) | 105 | -0.1
Cn1c(=O)c2cc(C(=O)O)sc2c2ccccc21 | 102 | 0.9
Cn1c2ccccc2c2cc(C(=O)O)sc21 | 101 | -0.2
CC1CC(=O)C2=C(C1)Nc1ccccc1N(C(=O)COc1ccccc1)C2c1ccco1 (configuration not stated) | 102 | 0.3
CCN(CCC#N)c1ccc(CNCC2CN(Cc3ccccc3)CCO2)c(C)c1 (configuration not stated) | 97 | -0.6
CC1=C(CCN2CCN(c3ccccc3)CC2)C(C)(C)CCC1 | 100 | -0.4
CCN(CC(=O)Nc1ccccc1OC)CC(=O)NC1CCCc2ccccc21 (configuration not stated) | 101 | -0.3
O=C(COc1ccc(Cl)cc1)NCCc1ccccc1 | 102 | 0.2
O=C(NC1CCCCC1)N1CCN(Cc2ccccc2)CC1 | 103 | 0.2
O=C(O)C1C2C=CC(C3CC23)C1C(=O)N1CCc2ccccc21 (configuration not stated) | 98 | -1.2
Cc1ccc(/C=C2\CC/C(=C\c3ccc(C)o3)C2=O)o1 | 84 | -2.2
CC(Sc1nnc(-c2cccs2)n1C1CC1)C(=O)c1ccc(F)c(F)c1 (configuration not stated) | 98 | -0.5
COc1cc2c(cc1OC)CN(S(=O)(=O)c1ccc3c(c1)CCC(C)(C)O3)CC2 | 95 | -1.3
OCCSc1nc2ccccc2n1CCOc1ccccc1 | 103 | 0.2
Fc1cccc(CSc2nc3ccccc3c3nc4ccccc4n23)c1 | 100 | -0.5
CC1Cc2ccccc2N1C(=O)/C=C/c1cccc(Br)c1 (configuration not stated) | 102 | 0

(list continues)
SMILES | Polio RdRp inh | Polio RdRp inh FP z-score
CCN1CCN(CC(O)COCCC23CC4CC(CC(C4)C2)C3)CC1 (configuration not stated) | 100 | -0.2
O=C(Nc1cccnc1)C1=NN(C2CCS(=O)(=O)C2)C(=O)CC1 (configuration not stated) | 106 | 0.4
CCOC(=O)c1sc2nc[nH]c(=O)c2c1C | 102 | 0.2
COc1ccc(/C=C2\COc3ccccc3C2=O)c(OC)c1 | 103 | 0
O=C(C1COc2ccccc2O1)N(Cc1cccnc1)c1nc2ccc(Cl)cc2s1 (configuration not stated) | 101 | -1.2
CCOC(=O)CC(NC(=O)CCc1c(C)nc2ncnn2c1C)c1ccc(OC(C)C)cc1 (configuration not stated) | 105 | -0.7
CCC(C)Sc1n[nH]c(=S)s1 (configuration not stated) | 101 | -0.5
Cc1cc(C)cc(NC(=O)CN2C(=O)c3ccccc3Sc3ccc(C(=O)N4CCOCC4)cc32)c1 | 103 | -0.4
Cc1cc(C)cc(NC(=O)C2CCN(c3cc(C)nc4c(-c5ccc(Cl)cc5)c(C)nn34)CC2)c1 | 106 | 0.3
c1cc2c(cc1C13CC4CC(CC(C4)C1)C3)n1nnnc1c1nnnn21 | 106 | 1.2
CCOC(=O)c1ccc(CNS(=O)(=O)c2c(C)ccc3nsnc23)o1 | 100 | -0.1
CCc1ccc(CNCc2c(C(=O)O)n(Cc3ccc(F)cc3Cl)c3cc(OC)ccc23)cc1 | 102 | -0.9
Cn1c(=O)cc(OCC(=O)NCc2ccc(F)cc2Cl)c2ccccc21 | 106 | 0.3
CCCNS(=O)(=O)c1ccc(SC)cc1 | 103 | 0.6
CCn1nc(C)c2c(-c3ccccc3)cc(=O)n(C(C)C(=O)Nc3cc(C)ccc3C)c21 (configuration not stated) | 101 | -1.2
Cc1noc(/C=C/N(C)C)c1S(=O)(=O)N1CCCC(C(=O)Nc2ccc(F)cc2F)C1 (configuration not stated) | 101 | -1.1
Cn1c(=O)c2c(-c3ccccc3)n(-c3cccc(C#N)c3)cc2n(C)c1=O | 101 | -1.5
COCCCNC(=O)Cn1cnc2sc(C)c(S(=O)(=O)N3CCN(c4ccccc4OC)CC3)c2c1=O | 109 | 0.7
CCc1ccc(NC(=O)Cn2c(=O)n(Cc3ccc4c(c3)OCO4)c(=O)c3oc4ccccc4c32)cc1 | 108 | 0.3
O=c1c2sc3ccccc3c2n(Cc2ccc(F)cc2)c(=O)n1Cc1ccco1 | 104 | -0.2
COc1ccc(/C=C/C(=O)Nc2ccc3nc4n(c(=O)c3c2)CCCC4)cc1 | 102 | -0.7
CN1CCCN(C(=O)COc2ccc(C#N)cc2)CC1 | 102 | 0.5
O=C(c1ccc(CS(=O)(=O)Cc2ccc(Cl)cc2)o1)N1CCCC1 | 102 | 0.2

In the list so far, these have a thiophene ring, fused or not:
SMILES | Polio RdRp inh | Polio RdRp inh FP z-score
COCCNC(=O)c1c(NC(=O)c2cc(=O)c3cc(Cl)ccc3o2)sc2c1CCCC2 | 104 | -0.7
CC1CCc2c(sc3nc(-c4cc5ccccc5oc4=O)[nH]c(=O)c23)C1 (configuration not stated) | 98 | -1.1
COCCn1c(SCC(=O)Nc2sc(C)c(C)c2C#N)nnc1C(C)C | 103 | 0.4
CCOc1ccc(N2CC(NC(=O)Cc3cccs3)CC2=O)cc1 (configuration not stated) | 102 | -1.1
CCOC(=O)c1cc2sccc2n1CCC(=O)O | 102 | 0.4
O=C(Nc1ccccc1Cl)c1cccs1 | 103 | 0.5
CCCN1CCN(CCCNC(=O)C2CCN(c3ncnc4c3sc3cccc(F)c34)CC2)CC1 | 102 | 0
C(=C\c1ccccc1)/CN1CCN(c2ncnc3sccc23)CC1 | 104 | 0.1
Cn1c(=O)c2cc(C(=O)O)sc2c2ccccc21 | 102 | 0.9
Cn1c2ccccc2c2cc(C(=O)O)sc21 | 101 | -0.2
CC(Sc1nnc(-c2cccs2)n1C1CC1)C(=O)c1ccc(F)c(F)c1 (configuration not stated) | 98 | -0.5
CCOC(=O)c1sc2nc[nH]c(=O)c2c1C | 102 | 0.2
COCCCNC(=O)Cn1cnc2sc(C)c(S(=O)(=O)N3CCN(c4ccccc4OC)CC3)c2c1=O | 109 | 0.7
O=c1c2sc3ccccc3c2n(Cc2ccc(F)cc2)c(=O)n1Cc1ccco1 | 104 | -0.2
